FN deposit inh: fibronectin deposition inhibition; 0.086% of 350,000 active; inhibition, % at 12.6 µM; AID 743247; AH1F fibroblasts, Alexa488-fibronectin deposition fluorescence, overnight;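 active = mean inhibition across replicates of 30% or more, regardless of how many single replicates reach that level; inconclusive = mean under 30% yet at least half of replicates reach 30%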;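 note: positive control wells lacked labelled fibronectin entirely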
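Schedule: 1 h cell adhesion before compound, then overnight fibronectin incubation; test system: AH1F fibroblast monolayer depositing Alexa488-labelled fibronectin into matrix; quantity: 10000 AH1F cells per well; probe or stimulus: fluorescent fibronectin at 24 nM final; signal: fluorescence, ex 485 nm, em 525 nm; evaluation: percent inhibition as loss of matrix-bound fibronectin fluorescence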
EWS-Fli block: inhibitors of EWS/Fli oncoprotein transcriptional activity | A673 NR0B1-luciferase reporter, viability-normalised | inhibition, % at 12.6 µM | 0.67% of 350,000 active | AID 651661;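 active = mean inhibition of at least 50% after viability correction, with every replicate also passing that limit; inconclusive = mean reaches 50% but only one of two replicates passes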;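 note: firefly luciferase signal divided by Alamar Blue viability fluorescence both relative to DMSO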
GSIS activator: GLuc luminescence reporter in INS-1E cells, primary screen for activators of glucose-dependent secretion of insulin. INS-1E GLuc reporter insulin secretion, 2-3 h. activation, % at 16.6 µM. 0.61% of 370,000 active. AID 743287;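 active = lowest replicate activation of at least 40%, so every replicate reaches that level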;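 note: 0% = median of neutral control wells and 100% = median of IBMX positive control wells; some compounds called inactive have numbers as strong as hits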
F508del corr: correctors of CFTR F508del function in bronchial epithelial cells | CFBE cells, YFP halide quenching; stimulated with forskolin plus potentiator P3; % fluorescence drop versus neutral controls | activity (quench increase), % at 7.58 µM | 0.36% of 350,000 active | AID 720511;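 active = mean added fluorescence quench of at least 8% versus neutral control, with both replicates also reaching 8%; inconclusive = only one of the mean or replicate conditions met; inactive = mean below 8% and not both replicates reaching 8%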;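 note: cells transiently co-express mutant CFTR-F508del with the halide-sensitive YFP; corrector assay measuring rescue of mutant channel to the surface after 24 h compound exposure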
miR-122 sensor: inhibitors of miR-122 in Huh7 cells. Huh7 miR-122 Renilla luciferase sensor, 48 h; neutral wells = 0, positive control = 100. activation (reporter increase), % at 12.5 µM. 0.3% of 340,000 active. AID 602342;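 active = mean replicate activation score at least 90 and every replicate individually at or above 90; inconclusive = only one of the two criteria met; inactive = neither criterion met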;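 note: higher luciferase means less miR-122 activity so hits act as miR-122 inhibitors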
PAX8 reporter: lowers PAX8-driven luciferase in RMG-I cells | RMG-I TPO-luciferase reporter, SteadyGlo, 24 h | inhibition, % at 12.6 µM | 1.2% of 360,000 active | AID 652154;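 active = mean replicate inhibition at least 60% with every replicate also reaching 60%; inconclusive = only one of the two criteria is met; inactive = mean below 60% and not all replicates reaching 60%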;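 note: luciferase light reporting Pax8 driven TPO promoter activity; plate controls were median of neutral control wells for no effect and mitoxantrone controls for full effect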
DENV2 CPE: DENV2-induced cell death inhibition. DENV2-infected cells, cytopathic effect rescue, plate reader. CPE inhibition, % at 9.99 µM. 1.7% of 350,000 active; in the data active = CPE inhibition above about 20%, passing the limit was not always enough; inconclusive = no clear call, values can overlap the other calls; tested in BHK-21 cells;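 note: 0% = median of neutral control wells and 100% = median of positive control wells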
* hit, by the source's call; ? = inconclusive; . = not tested or not shown; [ ] = dose if it differs, or a comment.

SMILES | FN deposit inh | EWS-Fli block | GSIS activator | F508del corr | miR-122 sensor | PAX8 reporter | DENV2 CPE
CCS(=O)(=O)Nc1ccc2c(c1)C(=O)N(C)[C@H]1CC[C@H](CC(=O)Nc3ccccc3)O[C@H]1CO2 | -6 | 5 | 0 | -3.0 | -2[16.7 µM] | -1 | 4
COc1ccc(S(=O)(=O)Nc2cccc3c2O[C@@H](CN(C)S(=O)(=O)c2c(C)noc2C)[C@@H](C)CN([C@H](C)CO)C3=O)cc1 | . | 0 | -9 | -0.1 | 19[16.7 µM] | . | -10
Cc1nn(Cc2ccc(F)cc2)c(C)c1NC(=O)c1cc(-c2ccc3c(c2)OCO3)on1 | -6 | . | -20 | . | -7 | . | .
Cc1cn(S(=O)(=O)c2cc(Br)ccc2Br)cn1 | . | . | 6 | . | -2 | 1 | .
COc1ccccc1OCCC(=O)OCC(=O)Nc1ccc2c(c1)OCCO2 | . | -5 | . | -1.5 | -6 | -2 | 1
O=C(COc1ccc(-c2nnco2)cc1)NC1CCS(=O)(=O)C1 (stereo not given) | -1 | -9 | 0 | 0.3 | -5 | 4 | 6
CO[C@@H]1CN(C)C(=O)c2ccc(NC(=O)C3CC3)cc2OC[C@@H](C)N(C(=O)c2ccccc2)C[C@H]1C | 4 | 3 | -3 | -0.1 | . | 12 | 2
COc1cc(NC(=O)c2cc(Br)cc(C)c2OC)ccc1NC(=O)C(C)C | . | 4 | 14 | 0.7 | -7 | -5 | -3
O=C(NN1CCOCC1)c1ccc(Cl)cc1[N+](=O)[O-] | -3 | -5 | 11 | 1.9 | -2 | . | -4
CO[C@H]1CN(C)C(=O)c2cc(NC(=O)NC(C)C)ccc2OC[C@H](C)NC[C@@H]1C | . | 11 | -6 | 2.6 | -14[16.7 µM] | -6 | .
CN(C1CCCCC1)S(=O)(=O)c1ccc(-c2ccccn2)s1 | -4 | -7 | -2 | 0.2 | 4 | 10 | 0
CC1CCN(c2ccc(-c3cccs3)nn2)CC1 | 0 | 89* | 2 | -6.5 | . | 84* | -4
O=C(C[C@@H]1CC[C@H]2[C@@H](COC[C@H](O)CN2S(=O)(=O)c2ccc(F)cc2)O1)N[C@H]1CCN(Cc2ccccc2)C1 | -17 | -13 | -1 | 1.0 | 0[16.7 µM] | -3 | 24*
CC(NC(=O)c1cccc(S(=O)(=O)N(C)C)c1)C1CC2CCC1C2 (stereo not given) | -1 | 2 | 4 | 0.8 | 4 | -1 | -7
O=C(Nc1ccc(S(=O)(=O)N2CCCCCC2)cc1)c1ccc(Br)o1 | 5 | . | . | . | 55 | -10 | .
CC1CCCN(C(=O)C(C)Nc2cc(Cl)ccc2N2CCOCC2)C1 (stereo not given) | 6 | -3 | 1 | . | . | 22 | 5
COc1ccc(C(CNC(=O)c2ccc(NS(=O)(=O)c3ccc4c(c3)OCCO4)cc2)N(C)C)cc1 (stereo not given) | 1 | 3 | -9 | -1.4 | 3 | -9 | -1
COc1ccc(NC(=O)CN(C)C(=O)CCc2c[nH]c3ccccc23)cc1 | 3 | 17 | -19 | -2.3 | . | -8 | -1
CN(C)CCCCCCNC(=O)[C@@H]1C[C@@H]2C(=O)N3CCC[C@H]3C(=O)N2[C@@H]1c1ccc(O)cc1 | . | -18 | . | 2.9 | . | -30 | -4
O=C(Nc1nc(-c2ccccc2)cs1)Nc1ccc(F)cc1F | -18 | -23 | 26 | -1.1 | 0 | -38 | -2
COc1ccccc1-c1c(-c2ccc(O)cc2O)n[nH]c1C(F)(F)F | -2 | 8 | -44 | 1.7 | -3 | 14 | ?
NNC(=O)c1ccc(N2CCc3ccccc32)c([N+](=O)[O-])c1 | 1 | -15 | 7 | -0.8 | 1 | -18 | 7
COc1ccc(-n2c(SCC(=O)Nc3ccc(NC(C)=O)cc3)nc3c([nH]c4ccccc43)c2=O)cc1OC | 7 | . | -1 | -1.9 | . | 22 | 2
O=c1[nH]c(-c2ccccc2)nn1-c1ccc(Br)cc1Br | -4 | 2 | -9 | -1.4 | . | 7 | -1
O=C(COC(=O)C1CCN(S(=O)(=O)c2ccc(Cl)c(C(F)(F)F)c2)CC1)NCC1CCCO1 (stereo not given) | 6 | 0 | -2 | -3.1 | 1 | -17 | 1
CCCCN1CC2([N+](=O)[O-])C=CC(=O)C([N+](=O)[O-])(C1)C2CC(=O)c1ccccc1 (stereo not given) | 3 | . | -1 | . | 2 | 12 | .
Nc1ccc(NC2C[C@@H](C(=O)O)NC2=O)cc1 (stereo not given in full) | 2 | 2 | 3 | 0.6 | . | 17 | 1
Cc1ccccc1CN1CCC(C(=O)Nc2ccc(Oc3cccnc3)cc2)CC1 | 4 | 19 | 11 | -0.7 | -2 | -3 | 13
Cc1nc(CS(=O)(=O)c2ccc(Cl)cc2)sc1C(=O)O | 1 | 3 | 3 | -0.7 | . | -3 | -4
Cc1cc(C)n(-c2cccc(CN(C)Cc3nc(-c4cnccn4)no3)c2)n1 | 14 | -5 | 1 | -5.6 | -10 | 6 | 14

Part of the list above, with values under each structure.
Each structure is followed by: FN deposit inh, EWS-Fli block, GSIS activator, F508del corr, miR-122 sensor, PAX8 reporter, DENV2 CPE
> CO[C@H]1CN(C)C(=O)c2cc(NC(=O)NC(C)C)ccc2OC[C@H](C)NC[C@@H]1C
  ., 11, -6, 2.6, -14[16.7 µM], -6, .
> CN(C1CCCCC1)S(=O)(=O)c1ccc(-c2ccccn2)s1
  -4, -7, -2, 0.2, 4, 10, 0
> CC1CCN(c2ccc(-c3cccs3)nn2)CC1
  0, 89*, 2, -6.5, ., 84*, -4
> O=C(C[C@@H]1CC[C@H]2[C@@H](COC[C@H](O)CN2S(=O)(=O)c2ccc(F)cc2)O1)N[C@H]1CCN(Cc2ccccc2)C1
  -17, -13, -1, 1.0, 0[16.7 µM], -3, 24*

Next part
SMILES | FN deposit inh | EWS-Fli block | GSIS activator | F508del corr | miR-122 sensor | PAX8 reporter | DENV2 CPE
CC(C(=O)Nc1sc2c(c1C#N)CCCCC2)N1C(=O)c2ccccc2C1=O (stereo not given) | -10 | -2 | 8 | -1.3 | -17 | -22 | -10
CC(C)C[C@@H](CN=[N+]=[N-])N1CCN(C)CCC1=O | -2 | -6 | 8 | -1.3 | -1 | -3 | -13
COC(=O)Nc1ccc(S(=O)(=O)N2CCCC(C(=O)Nc3cccc4c3OCCO4)C2)cc1 (stereo not given) | 0 | . | . | . | 8 | -4 | .
Cc1ccc(S(=O)(=O)Nc2ccc3c(c2)CC(=O)N([C@@H](C)CO)C[C@H](C)[C@H](CN(C)C)O3)cc1 | . | -6 | 17 | -0.8 | 4[16.7 µM] | 0 | 4
N=c1c2c3c(sc2ncn1Cc1ccccc1)CCCC3 | -4 | . | 9 | . | -1 | 5 | .
CCCCNc1c(-c2cccc(-c3ccc(OC)cc3)c2)nc2ccc(C)cn12 | -5 | 9 | -3 | 1.3 | . | 5 | -15
Cc1occc1-c1nnc(SCC(=O)NCCc2ccccc2)n1C(C)c1ccccc1 (stereo not given) | 2 | . | . | . | -3 | 13 | .
O=C(C[C@@H]1C=C[C@@H](NS(=O)(=O)c2ccc(F)cc2)[C@@H](CO)O1)NCc1ccc(Cl)c(Cl)c1 | . | 6 | -23 | 2.0 | . | 0 | -2
Cc1cccc(C)c1OCc1cc(C(=O)NC2CCC2)no1 | -10 | -44 | 0 | 0.7 | -8 | -64 | -3
O=C(C1CCC1)N1C[C@H]2[C@@H](c3ccccc31)[C@@H](CO)N2C(=O)Nc1cccc(F)c1 | -6 | 3 | -11 | 4.3 | 40[16.7 µM] | 1 | 18
COc1ccc(S(=O)(=O)N[C@@H]2C=C[C@@H](CC(=O)NCCc3ccncc3)O[C@@H]2CO)cc1 | -3 | . | -2 | 2.4 | . | . | 7
CC(C)NS(=O)(=O)c1ccc(OCC(=O)Nc2ccc3c(c2)OCCO3)cc1 | -2 | . | -5 | . | 16 | . | .
Cc1ccc(NS(=O)(=O)c2c(C)nc3sccn3c2=O)cc1C | -5 | 4 | 13 | 0.8 | 49 | -14 | -8
CCCCN(CCCNC(=O)CN1C(=O)COc2ccc(S(=O)(=O)N3CCC(C)CC3)cc21)Cc1ccccc1 | -11 | 5 | 10 | 0.6 | -3 | 4 | -2
COc1ccccc1CC(=O)N(Cc1ccccc1)c1cccc(C)c1 | 1 | . | -11 | 4.2 | 11 | -5 | -4
O=C(CN1C(=O)c2ccccc2S1(=O)=O)NCCSCc1cccc(Cl)c1 | 7 | 5 | 0 | 0.4 | . | -4 | -5
CO[C@H]1CN(C)C(=O)c2ccc(NC(=O)C3CC3)cc2OC[C@H](C)N(CCC(F)(F)F)C[C@H]1C | -2 | 9 | -28 | -1.8 | -4[16.7 µM] | -1 | 2
Cc1ccc(-c2noc(C3CCN(S(=O)(=O)c4ccc5c(c4)OCCO5)CC3)n2)o1 | . | 12 | 17 | 1.3 | 4 | . | .
Cc1ccnc(NC(=O)c2ccc(S(=O)(=O)N3CCCC3)cc2)c1 | 0 | -36 | 2 | 3.4 | . | -27 | -3
CCCCC(CC(O)COCCC)c1n[nH]c(=S)n1-c1ccccc1 (stereo not given) | 3 | 4 | -17 | 2.6 | . | -5 | 6
O=C1OCC(c2ccc(Cl)s2)=C1c1ccccc1[N+](=O)[O-] | 1 | 9 | . | -3.4 | 1 | -31 | 1
CN(Cc1ccncn1)C(=O)CC1C(=O)NCCN1Cc1cccc(Oc2ccccc2)c1 (stereo not given) | 1 | 0 | -10 | -0.5 | 1 | 36 | 12
CC(=O)Nc1ccc(NC2=C/C(=N/S(=O)(=O)c3cccs3)c3ccccc3C2=O)cc1 | . | 18 | -48 | . | 7 | 83* | -3
C=CCNC(=S)NC(=O)c1ccc(C)c(Br)c1 | 3 | -45 | -40 | 0.0 | . | -91 | 10
CCN(CC(=O)Nc1c(F)cccc1F)C(=O)Cc1csc(-c2ccc(OC)c(OC)c2)n1 | -4 | -14 | 21 | 0.9 | . | -8 | 10
Cc1cc(C)cc(Oc2ccc(N)cc2)c1 | -10 | . | 5 | . | -4 | . | .
CCc1cc(=O)oc2cc(C)cc(OC(C)C(=O)NC3CCN(Cc4ccccc4)CC3)c12 (stereo not given) | 14 | 12 | 1 | 0.6 | 1 | 14 | 0
CCOC(=O)c1c(NC(=O)CN2C(=O)NC3(CCC(C)CC3)C2=O)sc(C)c1CC (stereo not given) | 3 | 8 | 27 | 8.2* | 1 | -1 | -4
C[C@H]1CN([C@@H](C)CO)C(=O)c2cccc(NS(=O)(=O)c3cccs3)c2O[C@@H]1CN(C)CC1CCCCC1 | -4 | -3 | 13 | 0.7 | 26[16.7 µM] | 9 | -4
CC(C)NS(=O)(=O)c1ccc(CCC(=O)O)cc1 | -1 | . | . | . | -1 | 14 | .
CS(=O)(=O)Nc1ccc2c(c1)[C@@H]1C[C@H](CC(=O)NCC(F)(F)F)O[C@H](CO)[C@@H]1O2 | -4 | -1 | 5 | -0.5 | -3[16.7 µM] | -15 | 11
CNCC(O)CN1CCN(c2ccccc2OC)CC1 (stereo not given) | -1 | 9 | 5 | 0.9 | -1 | -21 | 1
O=C(C1CCCCC1)N1C[C@@H](O)[C@H](n2cc(C3CC3)nn2)C[C@@H]1c1ccccc1 | -2 | 5 | -11 | -2.8 | -4 | -9 | -9
CCCC(=O)Nc1ccc2c(c1)OC[C@@H](C)N(C(=O)c1cnccn1)C[C@H](C)[C@@H](OC)CN(C)C2=O | -2 | -3 | 7 | -0.4 | . | -9 | -1
O=C(c1ccc(Cl)cc1)c1cc([N+](=O)[O-])ccc1N1CCOCC1 | 13 | 59* | 1 | 1.7 | . | 43 | 8

Assay outcomes (PubChem BioAssay)
